Screening results from PubChem BioAssay.
Rac1 GTP hydrolysis: MgcRacGAP GTPase-activating activity inhibitors, confirmation, biochemical, ADP Hunter fluorescence; Rac GTPase-activating protein 1 (Homo sapiens); MgcRacGAP-stimulated Rac1 GTP hydrolysis, ADP Hunter fluorescence; higher % means a stronger effect; GST-tagged Rac1 F28L mutant substrate; inhibition, % at 30 µM; hits with a dose series show IC50 in µM; 340,000 tested, 0.6% active; AID 624330, 2012;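 active = first-screen hits whose inhibition reached a set limit at any dose in the follow-up dose series; inconclusive = inhibition above the set first-screen limit but never retested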;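 also: fluorescence reports GDP produced by GAP-driven GTP hydrolysis; strong numbers were not always called active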
KOR beta-arrestin-1: KOR antagonists, beta-arrestin recruitment, cell-based, luminescence, uHTS (AID 1778); Kappa-type opioid receptor (Homo sapiens); KOR beta-arrestin recruitment, luminescence, antagonist mode; higher % means a stronger effect; inhibition, % at 10 µM; hits with a dose series show IC50 in µM; 290,000 tested, 0.091% active; in the data active = inhibition above about 50%; also: strong numbers were not always called active
KOR beta-arrestin-2: KOR agonists, beta-arrestin recruitment, primary screen, cell-based, luminescence, uHTS (AID 1777) | Kappa-type opioid receptor (Homo sapiens) | KOR beta-arrestin recruitment, luminescence; higher % means a stronger effect | one-dose activation, % at 10 µM; EC50 in µM for titrated hits | 280,000 tested, 0.02% active; in the data active = activation above about 50%, passing the limit was not always enough; also: a part of the inactive calls stands beside numbers as strong as those of hits
NTR1 agonist: agonists of NTR1, primary screen, imaging, U2OS cells, beta-arrestin-GFP, high content (AID 493036); Neurotensin receptor type 1 (Homo sapiens), P30989; NTR1-U2OS beta-arrestin-GFP spot imaging, agonist mode; activation, % at 20 µM; 330,000 tested, 0.17% active;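 active = activation at or above 40% of the spot to cytoplasm intensity ratio, with at least 20 cells analyzed; inconclusive = wells under 20 cells, flagged as cytotoxic or low count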;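 also: 0% = DMSO without peptide and 100% = 100 nM NTR1 peptide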
Target sequence (P30989 whole entry, looked up): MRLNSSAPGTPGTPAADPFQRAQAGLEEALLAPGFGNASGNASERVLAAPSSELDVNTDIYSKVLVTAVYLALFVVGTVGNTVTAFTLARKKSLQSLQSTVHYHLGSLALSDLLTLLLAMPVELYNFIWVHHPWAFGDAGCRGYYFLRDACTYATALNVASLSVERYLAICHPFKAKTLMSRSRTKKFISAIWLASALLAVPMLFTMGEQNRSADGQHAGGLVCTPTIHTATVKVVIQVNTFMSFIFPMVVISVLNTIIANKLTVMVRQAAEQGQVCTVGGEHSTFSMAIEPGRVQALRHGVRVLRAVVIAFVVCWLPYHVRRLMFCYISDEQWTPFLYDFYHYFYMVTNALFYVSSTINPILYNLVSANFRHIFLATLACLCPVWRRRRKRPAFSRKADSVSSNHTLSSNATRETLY
UTI89 phage lysis: inhibition of K1F phage lysis, E. coli UTI89, bacterial capsule biogenesis inhibitors, alamar blue (AID 488966). E. coli UTI89 K1F phage lysis, alamar blue, 2 h; higher % means a stronger effect. inhibition, % at 100 µM, or IC50 in µM where a hit was titrated. 340,000 tested, 0.02% active;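 active = phage lysis inhibition, versus mean bacterial control, above a set limit; inconclusive = no clear call, values can overlap the other calls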;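 also: capsule biogenesis inhibitors block K1F phage lysis so surviving cells raise fluorescence; higher fluorescence means more inhibition of phage lysis; actives were called in the ten point dose series up to 300 µM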
NOD1 inhibition: NOD1 signaling inhibitors, primary screen, cell-based, luminescence, uHTS (AID 1578) | inhibition, % at 4 µM, or EC50 in µM where a hit was titrated | 290,000 tested, 1% active | NOD1-driven NF-kB luciferase reporter cells, luminescence; higher % means a stronger effect; in the data active = inhibition mostly above about 36%, no sharp cut-off; inactive = mostly below about 34%;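 also: HEK-293T reporter cells stimulated with the NOD1 agonist gamma-tri-DAP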
GPR55 activation: GPR55 agonists via beta-arrestin recruitment, primary screen, imaging, U2OS cells, beta-arrestin-GFP redistribution (AID 1961) | 290,000 tested, 0.048% active | U2OS GPR55 beta-arrestin-GFP redistribution imaging; higher % means a stronger effect | G-protein coupled receptor 55 (Homo sapiens) | one-dose activation, % at 10 µM; EC50 in µM for titrated hits;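 active = activation above 40% with more than 50 cells counted in the well; inconclusive = wells holding fewer than 50 cells, flagged as toxic or sparse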;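 also: U2OS osteosarcoma cells stably expressing GPR55 and beta-arrestin-GFP; plate controls were DMSO negative control for no effect and LPI positive control for full effect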
GPR35 antagonists: GPR35 antagonists blocking zaprinast-driven arrestin recruitment, primary screen, imaging, U2OS, beta-arrestin-GFP, zaprinast agonist (AID 2058); G-protein coupled receptor 35 (Homo sapiens); U2OS GPR35 beta-arrestin-GFP translocation imaging, zaprinast antagonism; higher % means a stronger effect; inhibition, % at 10 µM, or IC50 in µM where a hit was titrated; 290,000 tested, 0.052% active;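 active = inhibition of at least 50% with at least 30 cells and total cytoplasm GFP at most 10,000,000; inconclusive = under 30 cells or total GFP of 10,000,000 plus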
GPR55 LPI antagonism: GPR55 antagonists blocking LPI-driven arrestin recruitment, primary screen, imaging, U2OS, beta-arrestin-GFP, LPI agonist (AID 2013). G-protein coupled receptor 55 (Homo sapiens). U2OS GPR55 beta-arrestin-GFP translocation imaging, LPI antagonism; higher % means a stronger effect. inhibition, % at 10 µM, or IC50 in µM where a hit was titrated. 290,000 tested, 0.13% active;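 active = spots per cell inhibited over 60%, with over 100 cells counted and total cytoplasm intensity under 500,000; inconclusive = wells with under 100 cells, flagged as likely toxic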;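 also: U2OS cells stably carrying GPR55 and arrestin-GFP stimulated by 5 µM LPI near EC80; imaged beta-arrestin-GFP aggregate spots per cell after agonist stimulation; plate controls were LPI-stimulated DMSO wells for no effect and DMSO wells without LPI for full effect; some results filed as inactive read as strong as hits; confirmed hits need IC50 under 10 µM and bright autofluorescent wells are also inconclusive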
NTR1 agonist cell count 20 µM: further read-out of NTR1 agonist, marked with its call; cell count; measured here: cell count, cytotoxicity flag
Active calls of the source: *; ? = inconclusive; / = no result given; [ ] = dose if it differs, or a comment. This is a subset, so the mix of outcomes need not match the whole.

SMILES | Rac1 GTP hydrolysis | KOR beta-arrestin-1 | KOR beta-arrestin-2 | NTR1 agonist | NTR1 agonist cell count 20 µM | UTI89 phage lysis | NOD1 inhibition | GPR55 activation | GPR35 antagonists | GPR55 LPI antagonism
O=C(c1ccc2c(c1)OCCO2)N1CCN(c2ccccn2)CC1 | 6% | -15% | 1.5% | -0.4 | 55 | 1.3%[50 µM] | -7% | -0.1% | -4% | -23%
O=C(CCS(=O)(=O)c1cccc2nonc12)N1CC(=O)N(CCc2ccccc2)C(=O)C1 | 4% | 10% | -0.2% | -2.4 | 66 | 1.6% | -6% | 0.3% | -3% | 4%
CCc1ccc(NC(=O)CC2C(=O)NCCN2C(=O)c2ccccc2OC)cc1 (stereo not drawn) | 8% | 8% | -1.4% | 0.4 | 56 | 1.6%[50 µM] | -43% | -0.1% | -1% | 0%
CC(C)c1nc(SCC(=O)Nc2ccc3c(c2)OCCO3)n[nH]1 | -5% | -15% | 0.2% | -0.1 | 55 | 0.4% | -27% | 0.5% | 10% | 7%
Cc1ccccc1C(=NC(=O)c1ccccc1)c1ccccc1 | 2% | 17% | -4.8% | -0.7 | 53 | 0.1% | 13% | 0.3% | 4% | 23%
COc1cc(OC)cc(C(=O)NCC(=O)OCc2nc3ccccc3s2)c1 | 7% | 15% | 2.0% | 1.0 | 34 | -0.1% | -31% | 0.5% | 9% | -5%
O=S(=O)(NCC(Nc1ccc(Cl)cc1)c1ccccc1)c1ccc(Cl)cc1 (stereo not drawn) | -4% | 0% | 9.7% | 31 | 49 | -0.8% | 16% | -0.3% | -11% | 7%
Cc1ccc(CNC(=O)Cn2ccc3cc(S(=O)(=O)N4CCCCCC4)ccc32)cc1 | 2% | 14% | 6.5% | 1.5 | 72 | 0.0% | -23% | 0.2% | -7% | 7%
O=C(N/N=C/c1ccco1)c1cccc(N2CCCC2=O)c1 | 9% | 16% | 1.6% | 2.2 | 52 | 0.3% | -24% | -0.3% | 3% | -5%
CC1CCCCC1NC(=O)CN1C(=O)COc2ccccc21 (stereo not drawn) | 8% | -1% | 2.0% | 0.4 | 71 | 1.5%[50 µM] | -2% | 0.4% | -2% | 18%
COc1ccc(OC)c([N+](=O)[O-])c1C(N)=O | 9% | 22%[20 µM] | -2.2% | 5.8 | 55 | 0.3% | -14% | 0.2% | -1% | 19%
CN(Cc1c(C(=O)N/N=C/c2ccc(O)cc2)nnn1-c1nonc1N)c1ccccc1 | 7% | -3% | -4.3% | 1.3 | 71 | 0.3% | -18% | 0.3% | 14% | 2%
CC(C)C[C@H](NC(=O)c1nc[nH]c1C(=O)NCc1ccc(CNC(=O)OC(C)(C)C)cc1)C(=O)OC(C)(C)C | 4% | -24%[20 µM] | -6.3% | 29 | 51 | 0.4% | -1% | 0.0% | -4% | 28%
CCc1cc(=O)oc2c3c(cc(OCC(=O)NCCCC(=O)O)c12)OC(C)(C)CC3 | 16% | 2% | -3.9% | 0.8 | 83 | 0.7%[50 µM] | -4% | -0.3% | -1% | -8%
Cc1ccc(C2/C(=C(/O)c3cnn(-c4ccccc4)c3C)C(=O)C(=O)N2CCCN2CCOCC2)o1 (stereo not drawn) | / | 12% | 1.8% | 1.1 | 71 | / | -5% | 0.0% | -10% | -14%
Cc1ccc(NC(=O)CSc2nnc(-c3cccs3)n2Cc2ccco2)cc1 | 2% | -8% | 0.0% | -1.1 | 76 | -1.0% | -11% | -0.1% | -6% | 8%
COc1ccc(-n2nc(C(=O)NCC3CCCO3)c3ccccc3c2=O)cc1 (stereo not drawn) | 10% | 0% | -1.1% | -0.2 | 63 | -0.1% | -5% | 0.3% | 5% | 2%
NS(=O)(=O)c1ccc(N/N=C/c2ccccc2C(=O)O)c([N+](=O)[O-])c1 | 4% | 13% | -3.7% | -0.3 | 62 | 0.4% | -17% | -1.1% | 8% | 6%
Cc1ccc(-c2cc(C(=O)N3CCOCC3)c3cc(C)ccc3n2)cc1 | 9% | -32% | -0.1% | 1.6 | 43 | 0.0% | -22% | -0.2% | 2% | 10%
O=C(O)/C=C/c1coc2ccc(F)cc2c1=O | 6% | -57% | 3.0% | 0.8 | 63 | 5.7% | -2% | 1.1% | -10% | -2%
CSc1nnc(C2CCCN(CC(=O)Nc3ccccc3N3CCOCC3)C2)n1C(C)C (stereo not drawn) | 1% | -10% | -0.3% | 0.2 | 51 | 0.0% | -20% | -0.4% | 2% | 16%
Cc1cccc(NC(=O)c2cccc(N3C(=O)C4C5CCC(C5)C4C3=O)c2)c1C (stereo not drawn) | 3% | -25% | 6.1% | -0.3 | 77 | 1.0% | -4% | 0.3% | -9% | 7%
O=C(N/N=C/c1ccc2c(c1)OCO2)c1cc(-c2ccccc2Cl)nc2ccccc12 | -3% | 14% | -1.7% | 2.9 | 47 | 0.0% | -5% | -0.2% | 16% | 7%
COc1cccc(/C=C/C(=O)OCC(=O)Nc2ccc(S(=O)(=O)N3CCCC3)cc2)c1 | 2% | -20% | 2.1% | -0.1 | 73 | 1.2%[50 µM] | 27% | -0.4% | -8% | ?
COc1cc(C(=O)N/N=C/c2ccc(OC(=O)c3cccc(C)c3)cc2)ccc1O | 18% | -19% | -0.4% | 52* | 55* | 0.0% | -32% | -0.1% | -4% | 8%
CCN1CCN(C(=O)CN(C)S(=O)(=O)c2ccc(OC)cc2)CC1 | 1% | 26% | -0.8% | -0.5 | 95 | -0.1% | -2% | -0.3% | -11% | -3%
COC(=O)Cn1c(=NC(=O)c2ccc(Cl)s2)sc2cc(F)ccc21 | 0% | 17% | -2.3% | -1.1 | 36 | 0.1% | -31% | 0.2% | 8% | 1%
CCOC(=O)C1(Cc2cccc(OC)c2)CCN(Cc2cccc(OC)c2OC)CC1 | 3% | -2% | -4.9% | -0.5 | 36 | -0.5% | 21% | 0.1% | 8% | 12%
CCCn1c(SCC(=O)N2CCCc3ccccc32)nnc1-c1ccccn1 | 9% | 0% | 1.8% | 2.6 | 53 | 6.5% | -19% | -0.2% | 0% | 4%
O=C(CC1C(=O)NCCN1C(=O)Nc1ccccc1)Nc1ccc2c(c1)OCCO2 (stereo not drawn) | 5% | 16% | 3.1% | 0.1 | 91 | 0.7% | 10% | 0.1% | 10% | 9%
NS(=O)(=O)c1ccc(CCNC(=O)COC(=O)CC(c2ccccc2)c2ccccc2)cc1 | / | 10% | -4.4% | 0.4 | 102 | / | -17% | -0.1% | -1% | -1%
N#CC1=C(N)Oc2n[nH]c(-c3cccs3)c2C1c1ccncc1 (stereo not drawn) | -2% | 8% | -1.0% | -0.5 | 60 | 0.6% | -4% | 0.1% | 3% | 7%
Cc1cccc(N2CCN(C(=O)c3ccc(CS(=O)Cc4ccc(Cl)cc4)o3)CC2)c1C (stereo not drawn) | 12% | -41% | 2.3% | 19 | 46 | -0.1% | 11% | 0.8% | -8% | -2%
O=C(Cn1cccc1C(=O)c1ccccc1)NCCCN1CCOCC1 | 9% | 23% | -0.7% | -0.5 | 41 | -0.3% | -2% | 0.2% | -2% | -2%
CC1CCc2nc(NC(=O)CN3CCN(Cc4ccc5c(c4)OCO5)CC3)sc2C1 (stereo not drawn) | 15% | -12% | 1.8% | 2.8 | 41 | 0.7% | 3% | 0.2% | -4% | -4%
O=C(CCn1c(=S)oc2ccccc21)Nc1cccc(O)c1 | 7% | 5% | 4.5% | 0.2 | 58 | 0.1% | -13% | -0.5% | 2% | 10%
COc1ccccc1NC(=O)c1ccc(N2CC3CC(C2)c2cccc(=O)n2C3)c(NC(=O)c2cccnc2)c1 (stereo not drawn) | -4% | -45% | 3.8% | 0.1 | 47 | 0.6% | 26% | -0.1% | 3% | 0%
C=CCNCCCCOc1ccccc1 | 6% | -9% | 1.9% | 1.4 | 41 | 1.2% | 9% | -0.3% | -3% | 16%
Cc1nn(-c2ccc(Cl)cc2)c(NC(=O)C(C)C)c(-c2ccccc2)c1=O | -13% | 45% | 5.2% | 1.3 | 52 | -1.5% | 8% | 0.9% | 0% | -11%
CC1(C)CC2CN(C(=O)Cc3ccccc3)C(C)(C2)C1 (stereo not drawn) | 5% | -40%[20 µM] | 3.3% | 1.3 | 105 | 0.0% | 9% | -0.1% | 1% | -11%
CCOC(=O)CSc1nc2ccc(S(=O)(=O)N3CCOCC3)cc2[nH]1 | 10% | 15% | -0.5% | -1.1 | 89 | -0.1% | -11% | -0.4% | 14% | 8%
CCOc1ccc(Nc2oc(-c3ccc(Cl)cc3)nc2C#N)cc1 | 8% | 1% | 1.8% | -0.7 | 90 | 0.2% | 2% | -0.1% | -2% | -4%
CSc1ccc(C(=O)C2CCCN(C(=O)CCc3c(C)nn(C)c3C)C2)cc1 (stereo not drawn) | 7% | -16% | 2.8% | 0.5 | 55 | 0.1% | 30% | -0.1% | -4% | 4%
COc1ccc(Cl)cc1NC(=O)Nc1ccc(C(=O)N2CCCC2)cc1 | 7% | 5% | 0.3% | 2.4 | 91 | -0.1% | -32% | -0.1% | -6% | 19%
O=C(CSc1nnc(-c2cccnc2)n1-c1ccccc1)NCc1ccc2c(c1)OCO2 | 13% | -13% | 1.2% | 0.6 | 54 | 2.8% | -3% | -0.3% | -3% | 9%
Cc1ccc(-c2noc(CSc3nnnn3-c3ccccc3)n2)cc1 | 2% | -16% | -3.6% | 1.6 | 53 | 1.9%[50 µM] | 15% | 0.3% | 6% | 1%
Cc1ccccc1NC(=O)NC1(C(=O)N2CCC(C(N)=O)CC2)CCCCC1 | 8% | 7% | 1.7% | -1.5 | 57 | 0.3% | -16% | -0.1% | 0% | -11%
